# Tb MetRS inh = Trypanosoma brucei MetRS inhibition; purified T. brucei MetRS, ATP depletion, Kinase-Glo luminescence; inhibition, % at 11.9 µM; hit rate 0.4% among 360,000; AID 624268;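 active = inhibition above a per-plate cutoff of the control wells' mean inhibition plus 3 SD, cut at about 5.5% in these data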;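 note: 0% = DMSO wells median and 100% = median of wells with control inhibitor compound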
#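 System: purified T. brucei MetRS enzyme / Detection: Kinase-Glo luciferase luminescence reporting remaining unconsumed ATP / Medium: HEPES buffer with MgCl2, KCl, DTT, spermine, BSA, pyrophosphatase / Replication: singlicate, one well per compound / Evaluation: percent inhibition relative to median high and low control wells / Schedule: 2 h aminoacylation at 25 °C after 15 min preincubation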
# LMPTP block = blocks human LMPTP phosphatase; recombinant LMPTP-A, OMFP fluorogenic substrate, fluorescence intensity; inhibition, % at 20 µM; hit rate 0.22% among 360,000; AID 651560;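 active = compounds that cut the enzyme signal by at least half of the control window in the single-dose screen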;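 note: plate controls were DMSO wells with enzyme plus substrate for no effect and substrate without enzyme for full effect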
# Target sequence (P24666 whole entry, looked up): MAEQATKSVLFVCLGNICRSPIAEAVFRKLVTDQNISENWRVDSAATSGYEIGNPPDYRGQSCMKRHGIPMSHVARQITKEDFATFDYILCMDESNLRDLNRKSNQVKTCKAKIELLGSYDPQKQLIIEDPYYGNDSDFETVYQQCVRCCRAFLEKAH
#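 material = LMPTP-A | quantity = 0.625 nM enzyme | reagent = OMFP substrate, 400 µM final | buffer or medium = Bis-Tris pH 6.0, DTT, detergent | detection = endpoint fluorescence intensity from OMFP dephosphorylation | dosing = single 20 µM dose | read-out basis = % inhibition relative to no-enzyme and uninhibited control wells | control set = no-enzyme and uninhibited controls | timing = 50 min at room temperature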
# SUMO1 PPI mod = SUMO1-SIM interaction modulation. P63165. SUMO1 binding to a labelled peptide, TR-FRET, 1 h. inhibition, % at 20 µM. hit rate 0.33% among 360,000. AID 602429; in the data active = inhibition above about 37%
# Target sequence (P63165 whole entry, looked up): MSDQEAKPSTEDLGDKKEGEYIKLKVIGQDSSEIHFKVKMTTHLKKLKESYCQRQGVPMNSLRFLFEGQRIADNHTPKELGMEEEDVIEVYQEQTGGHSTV
# Scp1 inh = Scp-1 (human) phosphatase inhibition. Q9GZU7. Recombinant Scp1, phosphopeptide, malachite green phosphate absorbance. inhibition, % at 20 µM. hit rate 0.88% among 340,000. AID 493091;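 active = inhibition above about 50% at 20 µM, limit read from the data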;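 note: plate controls were DMSO wells with enzyme for no effect and wells lacking enzyme for full effect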
# Target sequence (Q9GZU7 76-261 limits assumed): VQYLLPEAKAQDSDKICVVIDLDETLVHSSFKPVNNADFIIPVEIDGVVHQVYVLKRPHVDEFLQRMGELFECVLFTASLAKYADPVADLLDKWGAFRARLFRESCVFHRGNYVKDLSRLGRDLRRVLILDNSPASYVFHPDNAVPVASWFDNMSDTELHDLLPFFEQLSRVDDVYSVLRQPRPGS
#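 Test system: SCP-1 phosphatase catalytic domain, residues 76-261; measured by: colorimetric phosphate reagent with accelerator and stabiliser, absorbance at 630 nm; timing: enzyme reaction 45 min at room temperature, colour 5 min, stabilisation 30 min; also added: Phosphorylated 17-residue peptide substrate; compound dosing: one concentration, 20 µM, with 1.0% DMSO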
# NadD block = blocks S. aureus nicotinate mononucleotide adenylyltransferase | purified NadD enzyme, colorimetric absorbance read-out | inhibition, % at 20 µM | hit rate 0.78% among 360,000 | AID 602399; in the data active = inhibition above about 26%; note: some compounds past the cut are filed as inactive
# STEP block = inhibitors of human striatal-enriched phosphatase STEP. P54829. recombinant STEP, OMFP fluorogenic substrate, fluorescence. inhibition, % at 20 µM. AID 588621. hit rate 0.25% among 360,000;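 active = inhibition at 20 µM, scaled per plate between control wells, above about 37%, limit read from the data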;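 note: 0% = DMSO with enzyme and substrate and 100% = substrate only without enzyme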
#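 System: isolated STEP enzyme; schedule: 20 min enzyme reaction at room temperature, protected from light; medium: Bis-Tris buffer pH 6.0, 2.5 mM DTT, 0.005% Tween 20; signal: fluorescence, 480/540 nm; dosing: single compound dose of 20 µM, 1% DMSO final; also added: OMFP substrate, 25 µM final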
# PABP1 MLLE inh = inhibitors of microRNA-mediated deadenylation, human PABP1 MLLE binding; P11940; GST-MLLE / FITC-PAM2 fluorescence polarization; inhibition, % at 20 µM; hit rate 0.36% among 360,000; in the data active = inhibition above about 35%, passing the limit was not always enough;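 note: plate controls were DMSO wells with GST-MLLE for no effect and wells lacking GST-MLLE protein for full effect; some results filed as inactive read as strong as hits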
# Rpn11 inh = inhibitors of human proteasome Rpn11; AID 588493; hit rate 0.59% among 360,000; calls only at 20 µM; human 26S proteasome, Ub4-pepOG fluorescence polarization; 20S core pre-blocked with epoxomicin;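 active = inhibition at 20 µM, scaled to each plate's controls, above about 33%, limit read from the data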
# DNMT1 block = DNMT1 (human) enzyme inhibition; P26358; AID 588458; inhibition (reported as % activation of signal), % at 10 µM; DNMT1 molecular beacon, Hinp1I cleavage, fluorescence; hit rate 0.83% among 360,000; in the data active = inhibition above about 50%
# CSN inh = CSN deneddylation inhibition; Purified CSN, SCF-Nedd8-OG deneddylation, fluorescence polarization; hit rate 0.38% among 360,000; inhibition, % at 12.5 µM;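 active = pattern-corrected inhibition above about 35%, with an unprinted fluorescence ratio check between 0.5 and 1.5, limit read from the data, passing the limit was not always enough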;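 note: 0% = enzyme with substrate and 100% = substrate without enzyme; some results filed as inactive read as strong as hits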
# Target sequence (Q92905 whole entry, looked up, one chain of several): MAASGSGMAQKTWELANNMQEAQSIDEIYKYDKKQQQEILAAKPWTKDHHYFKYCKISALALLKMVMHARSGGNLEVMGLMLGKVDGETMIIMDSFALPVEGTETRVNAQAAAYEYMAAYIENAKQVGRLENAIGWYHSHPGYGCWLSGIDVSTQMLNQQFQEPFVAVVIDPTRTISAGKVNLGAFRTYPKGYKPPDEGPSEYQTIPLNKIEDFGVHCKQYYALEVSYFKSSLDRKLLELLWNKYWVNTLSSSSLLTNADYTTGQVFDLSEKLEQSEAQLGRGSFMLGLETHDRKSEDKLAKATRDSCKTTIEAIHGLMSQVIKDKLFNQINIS
#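 Test system: Human Csn5 produced in HEK293T cells | Compound: 12.5 µM single point | Times: 90 min, room temperature | Signal: Fluorescence polarization readout | Read-out basis: % inhibition of substrate cleavage by Csn5 | Controls: no-enzyme wells high, enzyme-with-substrate wells low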
# Numbers without * were called inactive; i = inactive; nt = not tested or not shown; + = active, no number.
SMILES,Tb MetRS inh,LMPTP block,SUMO1 PPI mod,Scp1 inh,NadD block,STEP block,PABP1 MLLE inh,Rpn11 inh,DNMT1 block,CSN inh
CCc1c(C#N)c(SCCC(=O)Nc2cccc(OC)c2)nc2c1C(=O)CC(C)(C)C2,0.6,3.1,-1,-18,-7,2,-6,i,-3,-3
O=C(c1nc2ccc(Cl)cn2c1CN1CCC[C@H]1CO)N1CCc2ccccc2C1,-0.4,-0.6,0,nt,9,-2,59,i,5,-1
COc1cccc(-c2ncc3ccccc3c2COC(=O)c2ccc(Br)cc2)c1,0.0,4.3,-1,11,10,2,-3,i,1,5
Cc1cccc(NC(=S)N/N=C/c2ccc([N+](=O)[O-])s2)c1,0.3,2.3,-17,-2,16,2,-37,+,-30,17
Fc1ccccc1CN(CCN1CCOCC1)C(=S)Nc1ccccc1Cl,-0.9,1.5,-1,-5,0,-2,-37,i,-2,0
COc1ccc(-c2cn(-c3ccc(C)cc3)c(=O)n2CC(=O)Nc2cccc(F)c2)cc1,0.0,0.2,2,-13,6,-2,-26,i,-4,7
CC1(Cc2ccc(Cl)s2)C(=O)Nc2c(Cl)ccc(Cl)c21 (stereo not drawn),-0.2,0.8,-3,nt,-6,-1,4,i,8,-1
Cc1ccc(CC2C(=O)N(c3ccc(C)cc3)C(=O)C2C)cc1 (stereo not drawn),0.0,0.6,6,-9,-1,0,7,i,2,2
CCOc1ccccc1/C=N/Nc1cc(C)nc2ccc(C)cc12,-0.7,3.6,4,-8,0,2,-1,i,-1,-1
COc1ccc(NC(=O)CSc2nnnn2Cc2ccccc2)cc1,0.2,0.4,2,-8,-5,0,-2,i,-5,0
C/C(=N\NC(=O)c1ccc(OC2CCCC2)cc1)c1ccc(C)s1,-0.4,1.8,8,-4,-5,-2,-6,i,9,2
CC1CC(C)CN(C(=O)C(C)N2CCN(S(=O)(=O)c3cccs3)CC2)C1 (stereo not drawn),-0.5,-2.0,0,-1,0,0,-6,i,3,-11
COc1ccc(COC(=O)N/N=C(\C)CC(=O)Nc2c(C)cc(C)cc2C)cc1,0.1,-0.2,-2,-2,9,-6,-12,i,-3,0
COc1cccc(NC(=O)CN(C)C(=O)COc2cc(C)ccc2Cl)c1,-0.2,-0.3,4,-7,-3,1,0,i,-7,-4
Cc1cccc(C)c1NC(=O)c1ccc(-c2ccc(Cl)cc2Cl)o1,0.0,4.2,-3,2,6,8,-3,i,-3,-3
Cc1ccc(CNC(=O)c2ccc3c(c2)NC(=O)CS3)cc1,-0.2,0.5,-4,-5,1,-2,2,i,0,11
CCOc1cccc(-c2nnc3sc(-c4ccco4)nn23)c1,-0.4,-0.4,1,3,4,5,-13,i,15,2
COc1cccc(CN2CC(C(=O)NCCn3ccc(C)n3)CCC2=O)c1 (stereo not drawn),-0.2,2.9,2,-5,-10,1,1,i,3,-1
CC(C)(C)OC(=O)NCCc1nnc(SCc2ccccc2)o1,-0.5,-1.9,2,-5,-8,-2,-7,i,-1,1
O=C(NC1CCCCC1)c1cc(S(=O)(=O)N2CCOCC2)ccc1Cl,-1.5,0.8,2,4,-3,0,-10,i,-1,0

# Part of the list above in order of formula weight, highest first:
SMILES,Tb MetRS inh,LMPTP block,SUMO1 PPI mod,Scp1 inh,NadD block,STEP block,PABP1 MLLE inh,Rpn11 inh,DNMT1 block,CSN inh
CCc1c(C#N)c(SCCC(=O)Nc2cccc(OC)c2)nc2c1C(=O)CC(C)(C)C2,0.6,3.1,-1,-18,-7,2,-6,i,-3,-3
COc1ccc(NC(=O)CSc2nnnn2Cc2ccccc2)cc1,0.2,0.4,2,-8,-5,0,-2,i,-5,0
CC1(Cc2ccc(Cl)s2)C(=O)Nc2c(Cl)ccc(Cl)c21 (stereo not drawn),-0.2,0.8,-3,nt,-6,-1,4,i,8,-1

# Additional records.
SMILES,Tb MetRS inh,LMPTP block,SUMO1 PPI mod,Scp1 inh,NadD block,STEP block,PABP1 MLLE inh,Rpn11 inh,DNMT1 block,CSN inh
CCN(C(=O)CSc1nnc(-c2ccccc2Cl)n1C1CCCC1)C1CCS(=O)(=O)C1 (stereo not drawn),-0.8,-1.4,-5,-5,1,0,-66,i,2,-4
Nc1nnnn1/N=C/c1ccc(Br)cc1,0.9,-1.8,9,-8,-5,1,7,i,1,4
Cc1cccc(C)c1OCC(O)CNC(C)C (stereo not drawn),0.6,-1.1,1,5,-4,-2,-1,i,-1,-2
CCNc1nc(NCC)nc(-n2nc(C)cc2C)n1,0.2,-2.0,3,-12,-1,-4,13,i,7,0
COc1ccc(CC(N)c2csc(NC(=O)NCCc3ccc(OC)c(OC)c3)n2)cc1 (stereo not drawn),-0.2,-0.8,2,nt,8,-2,4,i,-4,1
OCCN(Cc1ccccc1)CC1CCCCC1,-0.1,-0.3,-3,0,-1,-2,5,i,-7,-2
O=C(COC(=O)COc1ccccc1[N+](=O)[O-])NC1CCCC1,-0.2,0.1,-1,-5,0,2,12,i,0,1
Cc1ccc(C)c(S(=O)(=O)N2CCC3(CC2)OCCN3S(=O)(=O)c2cccs2)c1,-0.2,1.8,1,-7,-8,0,3,i,-2,0
Cc1cc(C)cc(NC(=O)c2ccc(S(=O)(=O)C(F)F)cc2)c1,-0.6,-0.5,-1,-4,-1,4,-16,i,8,6
CCOC(=O)C(/C(C)=N/NC(=O)C1CC1c1ccccc1)C(C)C (stereo not drawn),-0.5,-0.7,-1,-2,-3,0,6,i,-2,-2
CSc1nc2nc(-c3ccccc3)cc(C(F)(F)F)n2n1,0.0,-1.3,-11,-3,4,7,14,i,1,-5
Cc1c(OCC(=O)NCCCN2CCOCC2)ccc2c(-c3ccccc3)cc(=O)oc12,-0.1,-1.3,-16,-3,-1,2,-5,i,0,9
CCOC(=O)c1sc2nc3c(cc2c1N)C(=O)CC(C)(C)C3,0.1,2.6,-13,-6,-2,1,3,i,-4,6
Cc1ccc(S(=O)(=O)N2CCN(CCNC(=O)C(=O)Nc3ccc(F)cc3)CC2)cc1,-0.4,-1.0,0,-2,-2,-2,-4,i,0,-4
CCc1nn(C(C)C(=O)N2CCN(Cc3ccccc3)CC2)c(=O)c2cc3occc3n12 (stereo not drawn),0.3,2.6,-1,3,0,-1,11,i,0,0
Cc1ccccc1/C(N)=N/OC(=O)/C=C/c1ccccc1,-0.1,2.1,-4,-15,-3,1,-3,i,4,5
COc1ccc(S(=O)(=O)NC(C)CCc2ccccc2)cc1 (stereo not drawn),-0.1,2.0,3,-6,-6,-1,-11,i,-12,-3
O=c1c2ccccc2nc2n1CCN2Cc1ccc(Cl)cc1,0.2,-0.7,-2,6,1,-2,11,i,1,0
Cc1cc(NC(=O)CSc2nnc(-c3ccccc3C)n2C)no1,0.1,-0.1,4,-8,1,1,-11,i,1,-4
CCN(CC)CCSc1nnc2c3cc(F)ccc3n(Cc3ccccc3)c2n1,-0.6,0.7,-27,0,-8,-2,-8,i,0,2
O=C(C1CC1)N1N=C(c2ccncc2)CC1(O)C(F)(F)F (stereo not drawn),0.5,-3.0,2,-5,0,1,4,i,0,-14
O=C(NCc1cccnc1)Nc1cccc(NC(=O)NCc2cccnc2)c1,-0.1,-2.8,0,-8,6,0,4,i,4,-3
CC(Oc1ccccc1F)C(=O)NNC(=O)CCS(=O)(=O)c1ccccc1Cl (stereo not drawn),0.4,-0.1,5,-1,-2,-2,7,i,1,-2
Cc1ccc(C)c(S(=O)(=O)N2CCCC2CNC(=O)C(=O)NCC2CCCO2)c1 (stereo not drawn),-0.4,0.3,5,-5,-4,0,-32,i,5,5
N#Cc1nc(-c2ccccc2F)oc1NCCc1ccccn1,0.2,-1.1,1,3,-2,-14,-8,i,-2,4
Cc1ccc(-n2c(C)cc(/C=C3\NC(=O)NC3=O)c2C)c(C)c1,0.3,-0.3,-7,-2,-2,-4,5,i,-15,1
Nc1cccc2c1C(=O)N(C(=O)c1cccc(S(=O)(=O)N3CCCCCC3)c1)C2=O,-1.6,-4.8,-10,3,-1,1,4,i,-2,8
CCOc1ccc2nc(C)cc(C(=O)O)c2c1,-0.5,-1.8,-6,-3,1,-1,-9,i,4,-2
Cc1cc(=O)oc2c(CN3CCCCC3)c(O)ccc12,0.0,-1.5,1,-13,1,0,-7,i,-1,-3
O=C(Nc1ccc(Cl)c(Cl)c1)NC1CCS(=O)(=O)C1 (stereo not drawn),0.5,-1.3,0,-8,-2,0,2,i,0,-4
CNc1cc(CSC)nc(SCc2ccc(Cl)c(Cl)c2)n1,0.9,4.0,6,3,14,-6,1,i,-7,2
O=C1C2N=NN(CC(=O)N3N=C(c4cccc5ccccc45)CC3c3ccccc3)C2C(=O)N1c1ccccc1 (stereo not drawn),1.6,3.3,-3,9,49*,0,-19,i,-3,13
COc1ccc(NC(=O)C(c2ccccc2)c2ccccc2)c(OC)c1,-1.3,0.9,0,-11,-7,0,3,i,4,-2
COCCCNC(=O)COc1ccc(Cl)c(C)c1,0.2,-0.9,3,1,0,2,-12,i,1,1
COc1ccc2c(c1)CCc1c(C(=O)Nc3c(C)n(C)n(-c4ccccc4)c3=O)noc1-2,-0.2,-0.5,-2,-8,2,-2,13,i,0,1
Cc1ccc(-c2nc(N)n(C(=O)c3cccnc3)n2)cc1,-0.3,-1.9,-1,-11,0,2,-8,i,0,-1
COCc1cc(=O)n2c(-c3ccccc3OC)n[nH]c2n1,-0.6,0.2,9,-6,-1,-4,-11,i,1,7

# Record cards (already shown). Values in the order: Tb MetRS inh	LMPTP block	SUMO1 PPI mod	Scp1 inh	NadD block	STEP block	PABP1 MLLE inh	Rpn11 inh	DNMT1 block	CSN inh
# Cc1ccc(C)c(S(=O)(=O)N2CCCC2CNC(=O)C(=O)NCC2CCCO2)c1 (stereo not drawn) in the list: -0.4	0.3	5	-5	-4	0	-32	i	5	5
# COc1ccc(NC(=O)C(c2ccccc2)c2ccccc2)c(OC)c1 in the list: -1.3	0.9	0	-11	-7	0	3	i	4	-2
# O=C(NCc1cccnc1)Nc1cccc(NC(=O)NCc2cccnc2)c1 in the list: -0.1	-2.8	0	-8	6	0	4	i	4	-3
# O=C(Nc1ccc(Cl)c(Cl)c1)NC1CCS(=O)(=O)C1 (stereo not drawn) in the list: 0.5	-1.3	0	-8	-2	0	2	i	0	-4
# Cc1ccc(-c2nc(N)n(C(=O)c3cccnc3)n2)cc1 in the list: -0.3	-1.9	-1	-11	0	2	-8	i	0	-1

# High-throughput results: PubChem BioAssay, several laboratories
